# Screening data as filed in PubChem BioAssay.
# NS3 helicase inh – inhibitors of HCV NS3 helicase, primary screen, biochemical, Cy5 molecular beacon fluorescence | Hepatitis C virus NS3 helicase | NS3 helicase DNA unwinding | inhibition, % at 10.9 µM | 0.56% of 290,000 active;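 active = inhibition above the mean of all tested compounds plus 3 SD, set per campaign, cut at about 35% in these data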;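 also: 0% = DMSO wells and 100% = thioflavine S control wells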
#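 System: NS3 helicase fragment of HCV / Schedule: 1 h at 25 °C / Control set: DMSO alone as 0% and 110 µM thioflavine S as 100% / Reagent: Cy5/quencher beacon DNA duplex and ATP to start / Technique: Cy5 fluorescence / Replication: singlicate / Evaluation: % inhibition of end-to-start signal ratio versus controls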
# UBC9 SUMO inh – inhibitors of in vitro SUMOylation cascade, primary screen, biochemical, HTRF, uHTS | HTRF SUMOylation assay, SAE1/SAE2 + UBC9 | inhibition, % at 35 µM | 0.36% of 290,000 active; in the data active = inhibition above about 50%, passing the limit was not always enough; also: strong numbers were not always called active
# CRFR2-BP ag – agonists of CRF-BP/CRF-R2 complex, primary screen, cell-based, HEK293, calcium dye fluorescence, uHTS. activation, % at 13.2 µM. calcium dye fluorescence (FLIPR); percent of saturating CRF peptide response. 0.46% of 350,000 active. CRF-binding protein / CRF receptor 2 complex (human);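 active = activation of at least 50%, plus an integration ratio under a set limit after plate pattern correction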;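 also: plate controls were neutral control wells without compound for no effect and CRF at EC100 for full effect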
# MEKK2 WT-MEK5 – modulators of MEK5 binding to wildtype MEKK2, primary screen, biochemical, multiplex bead flow cytometry, Alexa488-MEK5 | AID 1531, 2009 | binding response (% of control), % at 10 µM | 1.1% of 290,000 active | Alexa488-MEK5 binding to MEKK2 WT; actives lie on both sides; in the data active = binding response below about 67% or above about 130%
# MEKK2 mut-MEK5 – MEK5 binding signal on mutant MEKK2 PB1, primary screen, biochemical, multiplex bead flow cytometry, Alexa488-MEK5. 0.35% of 290,000 active. Alexa488-MEK5 binding to MEKK2 mutant. percent response, % at 10 µM; in the data active = percent response above about 24%, passing the limit was not always enough; also: inactives centre near 1; some results filed as inactive read as strong as hits
# DNA FID counter – compounds displacing fluorescent DNA intercalator, primary screen, artefact control for HCV NS3 helicase inhibitor project, biochemical, FID fluorescence; DNA fluorescent intercalator displacement; inhibition, % at 7.9 µM; 0.17% of 290,000 active; in the data active = inhibition above about 37%;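 also: 0% = vehicle and 100% = reference compound; higher means more ethidium bromide displaced from hairpin DNA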
# MEKK3 PB1 HTS – modulators of MEKK3-MEK5 PB1 binding, primary screen, biochemical, wildtype MEKK3, multiplex bead flow cytometry, Alexa488-MEK5; Mitogen-activated protein kinase kinase kinase 3 (Homo sapiens), Q99759; bead-based flow cytometry, Alexa488-MEK5 binding to MEKK3; actives lie on both sides; 0 = blocked by unlabeled MEK5, 100 = vehicle; binding response (% of control), % at 10 µM; 1.4% of 290,000 active; AID 1529, 2009;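 active = binding response more than 3 SD above or below the average of its plate-row segment, actives on both sides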;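 also: Alexa488 bead fluorescence after subtracting the streptavidin-only scavenger bead signal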
# Target sequence (Q99759 whole entry, looked up): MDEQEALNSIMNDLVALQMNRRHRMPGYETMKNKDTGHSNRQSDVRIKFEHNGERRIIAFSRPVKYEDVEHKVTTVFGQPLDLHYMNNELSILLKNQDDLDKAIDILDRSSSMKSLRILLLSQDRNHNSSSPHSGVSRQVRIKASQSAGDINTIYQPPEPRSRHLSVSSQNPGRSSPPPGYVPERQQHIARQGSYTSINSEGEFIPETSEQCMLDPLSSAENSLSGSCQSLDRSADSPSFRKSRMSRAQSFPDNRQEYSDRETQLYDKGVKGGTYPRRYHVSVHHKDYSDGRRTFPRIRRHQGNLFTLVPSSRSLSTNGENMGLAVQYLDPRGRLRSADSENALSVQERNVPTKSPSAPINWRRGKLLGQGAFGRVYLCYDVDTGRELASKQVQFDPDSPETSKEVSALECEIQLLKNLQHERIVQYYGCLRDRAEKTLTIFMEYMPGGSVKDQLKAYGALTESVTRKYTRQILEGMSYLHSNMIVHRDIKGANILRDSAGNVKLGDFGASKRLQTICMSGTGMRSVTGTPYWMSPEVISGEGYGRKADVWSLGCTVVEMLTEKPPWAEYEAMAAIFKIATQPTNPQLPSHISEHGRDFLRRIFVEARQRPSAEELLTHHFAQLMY
# CRFBP-R2 block – antagonists of CRF-BP/CRF-R2 complex, primary screen, cell-based, HEK293, calcium dye fluorescence, uHTS; 0.59% of 350,000 active; inhibition, % at 11.8 µM; CRF-induced calcium fluorescence; AID 588475, 2011;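 active = inhibition of the ligand-induced calcium signal above about 50% at the single tested concentration, limit read from the data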
# GalR3 antagonist – GalR3 antagonists in HEK293 cells, primary screen, cell-based, fluorescence readout; HEK293 GalR3-CNG cAMP membrane potential fluorescence; galR3 body fused to GalR1 C-terminus; inhibition, % at 3 µM; 0.44% of 360,000 active; AID 651719, 2012;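 active = inhibition above the screen-wide average plus 3 SD, cut at about 13% in these data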;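 also: forskolin and galanin both at EC90 stimulate the cells; cAMP rise reported by CNG channel membrane potential dye signal; 0% = forskolin plus galanin with DMSO and 100% = forskolin alone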
# Target sequence (O60755 1-299 limits assumed): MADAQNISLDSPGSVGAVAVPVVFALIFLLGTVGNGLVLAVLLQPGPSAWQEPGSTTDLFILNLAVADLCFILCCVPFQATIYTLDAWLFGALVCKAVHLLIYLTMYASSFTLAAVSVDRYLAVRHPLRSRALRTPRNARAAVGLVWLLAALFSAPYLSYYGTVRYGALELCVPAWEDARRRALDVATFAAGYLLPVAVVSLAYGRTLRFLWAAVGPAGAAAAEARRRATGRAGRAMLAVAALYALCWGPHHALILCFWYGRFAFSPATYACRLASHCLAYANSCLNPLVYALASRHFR
# * = called active by the depositor; · = not tested or not shown; [ ] = remark or other dose.
Structure	DNA FID counter	GalR3 antagonist	MEKK2 WT-MEK5	NS3 helicase inh	CRFR2-BP ag	MEKK2 mut-MEK5	MEKK3 PB1 HTS	UBC9 SUMO inh	CRFBP-R2 block
Cc1[nH]c(=O)c(C#N)c(C)c1Br	2.5	-4.0	102.0	-3.7	-1.4	5.0	109.0	10.9	35.9
Cc1ccc(C)c(NS(=O)(=O)c2ccc(OCC(=O)N3CCCC3)cc2)c1	-20.0	-6.6	106.0	1.7	6.3	11.0	101.0	6.6	-27.4
COC(=O)c1cscc1NC(C)=O	-3.1	-2.7	101.0	-3.2	0.3	7.0	101.0	11.8	4.3
CNC(=O)CN(c1cccc2ccccc12)S(C)(=O)=O	-6.7	-2.8	100.0	5.4	-1.6	0.0	104.0	16.1	11.1
COc1ccc(N2CCN(C(=O)c3ccc(CNS(=O)(=O)c4cc(C)ccc4C)cc3)CC2)cc1	-54.6	-3.3	98.0	-25.9	-0.2	-1.0	102.0	9.1	5.2
NC(=O)CN(c1ccc(Cl)cc1)S(=O)(=O)c1ccccc1	1.3	-0.9	104.0	-1.7	-4.1	1.0	104.0	15.9	-97.6
CC(C)[N+](C)(CCOC(=O)C1c2ccccc2Oc2ccccc21)C(C)C	2.9	-3.4	104.0	-4.7	10.6	2.0	115.0	-11.3	10.5
CSc1ncccc1C(=O)Nc1ccc2nc(C)sc2c1	-4.8	6.7	107.0	-8.9	1.4	-2.0	106.0	3.4	26.5
COc1ccc(NC(=O)C(CCSC)NC(N)=O)cc1NS(=O)(=O)c1ccc(F)cc1 (centres undefined)	-11.8	-3.6	94.0	-0.2	-2.7	-3.0	100.0	22.8	6.6
Cc1nc2ccccc2c(=O)n1/N=C1\C(=O)N(C)c2ccccc21	-4.4	·	89.0	1.9	·	-11.0	97.0	4.8	·
C/C(=C\c1ccccc1F)C(=O)c1c(C)cc(C)[nH]c1=O	-19.0	-10.0	106.0	5.2	1.8	4.0	100.0	4.6	-55.0
Cc1cnc(C(=O)NCC(c2ccccc2)c2ccccc2)cn1	0.1	-8.0	106.0	4.0	-5.7	-1.0	108.0	-3.3	8.3
COc1ccc(S(=O)(=O)NN(C)C(=O)c2nn(-c3ccccc3)ccc2=O)cc1	-10.2	-3.6	104.0	-0.8	-0.5	12.0	105.0	11.7	33.6
CC1=C(C(=O)OCc2ccccc2)C(c2ccc(C)o2)C2=C(CCCC2=O)N1 (centres undefined)	-11.7	-4.7	102.0	3.3	0.9	7.0	101.0	4.1	17.4
Cc1ccc(NC(=O)Cc2nnc(SCC(=O)Nc3ccc(N4CCOCC4)cc3)n2C)cc1	-29.9	-8.8	105.0	1.7	-1.1	5.0	103.0	6.3	1.9
O=[N+]([O-])c1ccc(Cl)c(S(=O)(=O)n2ccnc2)c1	1.6	-3.2	118.0	0.5	1.4	28.0	130.0*	-10.3	11.1
COC(=O)C1CC(=O)N(CCc2c[nH]c3ccccc23)C1 (centres undefined)	-0.3	1.8	107.0	-2.0	1.4	3.0	107.0	-2.0	3.9
Cc1cccc(-n2c(O)c(C=NCc3ccccn3)c3ccccc3c2=O)c1	-22.5	1.4	107.0	3.7	2.7	1.0	123.0	-7.8	-0.7
COC(=O)c1cc2oc3ccccc3c2n1Cc1ccccn1	-13.8	-3.0	99.0	-6.0	2.2	-2.0	98.0	11.8	-8.0
Nn1c(COc2ccc(Cl)cc2)nc2ccccc2c1=O	-9.1	0.5	105.0	-4.3	0.5	0.0	106.0	-7.9	-20.8
O=C(N[C@@H](Cc1ccccc1)C(=O)O)c1cccs1	1.6	-9.7	111.0	-3.6	-0.9	5.0	107.0	5.0	6.7
CC(C)(C)NC(=O)C(=O)NC(=O)c1c(F)cccc1Cl	-0.3	3.4	95.0	2.0	-1.2	-6.0	91.0	16.4	-8.2
Cn1c(CSc2nnc(SCc3ccccc3)s2)nc2ccccc21	-18.9	3.1	98.0	1.6	-0.6	-1.0	104.0	11.5	-1.2
CCC(=O)N1c2ccccc2NC2=C(C(=O)CCC2)C1c1ccccc1 (centres undefined)	-6.9	-8.3	100.0	-2.7	-1.0	1.0	98.0	11.3	-5.5
COc1ccccc1NC(=O)CSc1nnc(CCNC(=O)c2ccc(C)cc2)n1C	-21.1	-0.3	83.0	-16.2	-0.3	-13.0	79.0	5.6	-1.3
Cc1ccc(N2C(=O)C3CC3C2=O)cc1 (centres undefined)	-1.2	-0.2	94.0	7.3	-0.7	-8.0	89.0	13.6	-4.8
CSc1nnc2ccc(-c3ccccn3)nn12	-1.1	-3.3	76.0	-11.3	0.3	-19.0	64.0*[inhibitor]	18.4	0.9
CCOC(=O)N1CCN(S(=O)(=O)c2ccc(-n3cnnn3)cc2)CC1	-1.5	-7.5	102.0	0.4	1.5	2.0	101.0	·	9.3
COc1cccc(CC(=S)N2CCOCC2)c1	0.2	1.7	109.0	-6.7	-2.1	5.0	110.0	24.0	-1.2
Cc1nc(NC(=O)CCCC(=O)Nc2nc(C)c(C)s2)sc1C	-2.8	-3.4	96.0	8.6	-0.9	-5.0	96.0	8.3	-5.7
CC(C)CNC(=O)c1cccc(NC(=O)c2ccc3c(c2)C(=O)N(C)C3=O)c1	-18.5	-5.5	110.0	-3.4	-2.9	10.0	102.0	16.8	16.8
COc1ccc(N2CCN(C(=O)CCC(=O)NNc3nc4ccccc4c4nc(C)nn34)CC2)cc1	-39.2	-7.8	106.0	17.8	-2.4	3.0	101.0	6.4	9.4
COCC(=O)N1CCC(Oc2ccc(C(=O)NC3Cc4ccccc4C3)cc2)CC1	-31.2	-1.9	104.0	-14.3	-0.8	0.0	101.0	1.3	11.8
O=[N+]([O-])c1ccc2c(c1)[nH]c(=S)n2-c1ccccc1	2.9	-6.8	95.0	-6.2	-4.4	1.0	103.0	10.8	19.2
COc1cc2c(cc1OC)CN(C(=O)CSc1nc(N)c(C#N)cc1C#N)CC2	-10.9	·	106.0	-0.4	0.5	2.0	105.0	10.5	-7.2
Cc1cc(C)n(C(=O)/C=C/c2cccs2)n1	-1.5	-4.7	111.0	-1.8	-0.7	8.0	107.0	6.2	0.8
CC(=O)n1c(Cl)c(NC(=O)CCl)c2ccccc21	-2.8	-5.3	94.0	-4.9	1.1	-3.0	92.0	21.6	-3.4
O=C(O)CC1S/C(=N/N=C/c2ccc(-c3ccc(Cl)cc3[N+](=O)[O-])o2)NC1=O (centres undefined)	-24.9	-5.7	94.0	23.2	-0.2	-4.0	101.0	17.6	-9.2
Cc1nnc(SCC(=O)NNC(=O)c2ccccc2)n1-c1ccccc1	-9.3	1.0	99.0	6.8	7.4	-1.0	98.0	28.1	-39.8
Cn1c(CCN2CCOCC2)nc2cc(NC(=O)COc3ccc(Cl)cc3)ccc21	-5.7	-1.0	100.0	-15.5	-3.0	0.0	98.0	-1.4	8.8
CN(Cc1cn(-c2ccccc2)nc1-c1ccc(F)cc1)C(=O)CCC(=O)O	-4.8	-4.8	95.0	-18.1	0.2	-2.0	94.0	-7.5	-10.2
CN(C(=O)CSc1nnc(N)s1)c1c(N)n(Cc2ccccc2)c(=O)[nH]c1=O	-0.1	3.0	106.0	-7.5	-1.7	2.0	106.0	-18.3	-3.5
CN1c2ccsc2/C(=N/Nc2ccc(F)cc2)CS1(=O)=O	2.2	-5.2	85.0	-22.7	0.6	-8.0	91.0	-18.0	-40.3
CCOc1ccccc1N(C(=O)c1ccccc1Cl)C1=NC(C)(C)CS1	-27.1	-7.1	96.0	-11.0	-1.6	0.0	101.0	2.0	27.2
Cc1cccc(NC(=O)c2ccccc2NC(=O)C(C)(C)C)n1	-24.8	-2.1	105.0	2.9	1.6	2.0	106.0	20.5	2.5
Cc1cc(C)c2c(=O)[nH]n(C3CC(C)N(C)CC3C)c2n1 (centres undefined)	2.0	-4.8	99.0	2.8	0.5	-3.0	100.0	15.3	-13.7
CCCC1=Nc2cc(C(=O)NCCCOC(C)C)ccc2Sc2ccccc21	-32.5	-0.5	100.0	-4.7	1.3	2.0	106.0	-16.2	-38.7
Cc1ccc2oc(-c3cccc(NC(=S)NC(=O)/C=C/c4ccco4)c3)nc2c1	-13.9	3.3	94.0	11.3	0.7	5.0	103.0	16.5	-86.5
CCc1cccc(C)c1NC(=O)CSc1nc(C)c(C)o1	-13.5	0.8	98.0	6.8	-0.6	0.0	101.0	4.4	0.5
COc1ccc(C(=O)NCc2cnn(C)c2C)cc1OC1CCN(C(C)C)CC1	1.8	-1.7	108.0	4.9	0.9	5.0	103.0	8.1	-4.9
CN1CCCN(CC(O)COCc2cccs2)CC1 (centres undefined)	2.8	2.3	110.0	-3.5	-0.8	7.0	104.0	-10.4	21.9
CC1(C)CC(C(CC(=O)O)c2ccccc2)CCO1 (centres undefined)	1.7	-2.3	100.0	-6.8	0.2	1.0	96.0	5.4	7.1
Cc1cccn2c(=O)c(/C=C(\C#N)C(N)=O)c(Oc3ccccc3)nc12	1.7	-6.2	101.0	2.8	0.6	1.0	102.0	27.4	24.5
O=C(CC1C(=O)NCCN1C(=O)Nc1ccc(Cl)cc1)Nc1ccc(F)cc1 (centres undefined)	4.5	-7.6	99.0	-5.4	5.8	2.0	100.0	-5.7	-15.7
CC(C)(C)NC(=O)CN(CCN1CCOCC1)C(=O)CNS(=O)(=O)c1ccc(Cl)cc1	8.8	-9.2	102.0	0.8	1.4	1.0	101.0	-9.0	1.3
O=C(Nc1cc(N2CCOCC2)ncn1)c1ccccc1	-2.8	-0.7	·	-3.6	3.8	·	·	13.2	3.7
COc1ccc2[nH]cc(/C=C/C(=O)c3ccccc3)c2c1	-3.1	-3.0	107.0	-11.4	3.3	17.0	101.0	5.7	-24.7
COC(=O)c1ccc(Cl)c(NC(=O)CN2CCN(C)CC2)c1	2.3	-5.8	102.0	1.1	-1.3	6.0	102.0	6.4	-4.7
CC(C)CC(=O)NC(=S)NNC(=O)c1cccc([N+](=O)[O-])c1	4.6	4.2	102.0	-0.1	55.0*	0.0	104.0	-43.1	-13.4
O=C(CN(c1ccccc1)S(=O)(=O)c1ccccc1[N+](=O)[O-])Nc1ccccc1C(=O)N1CCOCC1	-13.7	-3.2	98.0	-8.1	-4.7	-2.0	101.0	-7.5	0.0
O=C(NC(=S)Nc1ccccc1[N+](=O)[O-])c1ccccc1	2.9	-7.1	102.0	12.3	-0.4	-7.0	96.0	1.5	-7.2
COc1ccccc1C(=O)n1nc(-c2cccnc2)nc1N	1.6	0.5	113.0	-7.8	-0.5	13.0	110.0	4.4	12.0

# A portion of the library; count on the stated rates, not on these rows.
